Screens (PubChem)
HEK293 tox: qHTS of GLP-1 Receptor Inverse Agonists: Cytotox Screen. Potency, µM (series often up to 38.3 µM), for the others: top-dose activity change, negative = inhibition, usual class: inhibitors. 410,000 tested, 0.13% active. HEK293 cAMP-luciferase reporter cells, luminescence, 24 h;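 further: loss of luciferase light is scored as toxicity; potency means the concentration at half of the fitted maximal effect; on the % scale 0 is the no-effect control and ±100 the full control effect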
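MLSMR compounds, 24 hr on cells at 37 deg C/5% CO2; luminescence after luciferase reagent (12 min RT). Inhibition counted as the undesired cytotoxic outcome.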
FUS yeast rescue: qHTS for Suppressors of FUS Proteinopathy: Primary screen using FUS-linked yeast assay. S. cerevisiae FUS-expressing, growth rescue, OD600, 24 h. Potency, µM (titrated, usually from 76.6 µM), without a hit: at the highest dose growth rescue (activation), hits mostly activators. 390,000 tested, 0.24% active;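 further: potency means the concentration at half of the fitted maximal effect; plate controls were DMSO vehicle for no effect and reference control for full effect; nearly all actives have a fitted effect of over 55% in size; some results filed as inactive show a strong effect at the top dose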
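Toxicity suppression screen in FUS-yeast. Cells induced with 2% galactose, starting OD 0.005, treated 24hr at 30C with compounds at multiple final concentrations; growth by OD600.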
pAkt inh: HTS Assay for Inhibitors of Akt Phophorylation: Primary Screen; Neuro2A IGF-stimulated pAkt S473 HTRF, 20 min; hits give low values; activity change, % for hits at 50 µM; 360,000 tested, 0.32% active; in the data active means activity change below about -80%; inconclusive means mostly about -51% to -80%; further: on the % scale 0 is the no-effect control and ±100 the full control effect
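Single-point screen (50 µM final compound) in Neuro2A cells stimulated 20 min with 6 nM IGF at 37 deg C. After lysis, Ser473-phosphorylated Akt read by HTRF (ex 330 nm, em 615/665 nm) as the 665/615 ratio.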
Abeta yeast res: qHTS for compounds that reverse cellular toxicity of Amyloid beta (A-beta) peptide in yeast: Primary Screen. yeast expressing A-beta42, growth rescue, OD600, 48 h; response scale: 0% DMSO, 100% iron-clioquinol control. Potency, µM (highest dose often 46.1 µM), for the others: at the highest dose growth rescue, most hits filed as activators. 410,000 tested, 0.063% active; further: potency means the concentration at half of the fitted maximal effect; nearly all actives have a fitted effect of over 55% in size
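Yeast A-beta toxicity model in growth medium with pinned compounds, 48 h at 30 C; growth read as absorbance at 600 nm. Normalized to FeCl3/clioquinol equimolar mix (positive) and DMSO (negative).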
PTHR1 agonist: qHTS for PTHR1 Agonists: Primary Screen; Parathyroid hormone/parathyroid hormone-related peptide receptor (Homo sapiens), Q03431; HEK293 GP2 PTHR1 cells, GloSensor cAMP luminescence, 1 h; Potency, µM (doses to about 115 µM), without a hit: top-dose activation, usual class: activators; 410,000 tested, 0.075% active; AID 743266, 2014; further: potency means the concentration at half of the fitted maximal effect; nearly all actives have a fitted effect of over 55% in size; some results filed as inactive show a strong effect at the top dose; inactives centre near -15; many of its hits are not listed in these tables
Target sequence (Q03431 whole entry, looked up): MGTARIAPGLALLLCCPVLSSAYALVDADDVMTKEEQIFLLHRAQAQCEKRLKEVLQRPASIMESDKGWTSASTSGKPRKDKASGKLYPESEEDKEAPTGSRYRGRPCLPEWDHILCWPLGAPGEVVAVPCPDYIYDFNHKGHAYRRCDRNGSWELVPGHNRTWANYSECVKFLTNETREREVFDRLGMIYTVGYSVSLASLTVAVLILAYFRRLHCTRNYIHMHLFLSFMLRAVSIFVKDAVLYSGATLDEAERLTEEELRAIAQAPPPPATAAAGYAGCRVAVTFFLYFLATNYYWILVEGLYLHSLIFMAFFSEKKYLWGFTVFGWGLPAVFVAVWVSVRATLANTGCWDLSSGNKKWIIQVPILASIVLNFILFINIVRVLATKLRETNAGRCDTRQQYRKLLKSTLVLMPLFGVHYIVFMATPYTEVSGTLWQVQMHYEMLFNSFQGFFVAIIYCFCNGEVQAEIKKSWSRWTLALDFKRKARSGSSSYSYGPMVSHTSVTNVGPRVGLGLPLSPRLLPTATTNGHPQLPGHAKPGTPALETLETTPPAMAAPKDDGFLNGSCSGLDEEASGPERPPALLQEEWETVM
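HEK-293-derived GP2 cells expressing PTHR1 and a GloSensor cAMP reporter, 3,000/well, plated overnight, given luciferin plus IBMX (each 0.5 mM as added) for 1 h at 37 °C, then compound for 1 h at 37 °C. Luminescence was read after 15 min at room temperature.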
aSyn yeast inh: qHTS of alpha-syn Inhibitors | Yeast expressing alpha-synuclein, growth rescue, BacTiter-Glo, 24 h | AID 652106, 2013 | Potency, µM (highest dose often 46.1 µM), inactives show at the highest dose growth rescue (activation), usual class: activators | 370,000 tested, 0.14% active; further: potency means the concentration at half of the fitted maximal effect; % of control where 0% means no effect; nearly all actives have a fitted effect of over 65% in size
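Rescue of yeast growth: cells expressing toxic alpha-synuclein, induced in galactose at OD600 0.02, incubated with compound 24 h at 30 C. ATP luminescence quantified growth; inhibitors of toxicity appear as activators.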
TDP-43 yeast inh: qHTS of TDP-43 Inhibitors. TDP-43 expressing yeast growth rescue, BacTiter-Glo, 24 h. 410,000 tested, 1.8% active. Potency, µM (titrated, usually from 46.1 µM), for inactives: at the highest dose growth rescue (activation), actives largely listed as activators; further: potency means the concentration at half of the fitted maximal effect; % of control where 0% means no effect; nearly all actives have a fitted effect of over 50% in size
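Growth rescue of TDP-43-toxic yeast measured as ATP luminescence (BacTiter-Glo). Cells grown to mid-log in raffinose, induced in galactose at OD600=0.02, exposed to compound 24 hr at 30 deg C.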
GLP1R inv ag: qHTS of GLP-1 Receptor Inverse Agonists (Inhibition Mode). Glucagon-like peptide 1 receptor (Homo sapiens), P43220. HEK293 GLP-1R CRE-luciferase, luminescence, 24 h; GLP-1R form is constitutively active. Potency, µM (titrated, usually from 38.3 µM), without a hit: at the highest dose activity change, negative = inhibition, hits mostly inhibitors. 410,000 tested, 1.6% active. AID 624417, 2012; further: potency means the concentration at half of the fitted maximal effect; on the % scale 0 is the no-effect control and ±100 the full control effect; nearly all actives have a fitted effect of over 55% in size
Target sequence (P43220 whole entry, looked up): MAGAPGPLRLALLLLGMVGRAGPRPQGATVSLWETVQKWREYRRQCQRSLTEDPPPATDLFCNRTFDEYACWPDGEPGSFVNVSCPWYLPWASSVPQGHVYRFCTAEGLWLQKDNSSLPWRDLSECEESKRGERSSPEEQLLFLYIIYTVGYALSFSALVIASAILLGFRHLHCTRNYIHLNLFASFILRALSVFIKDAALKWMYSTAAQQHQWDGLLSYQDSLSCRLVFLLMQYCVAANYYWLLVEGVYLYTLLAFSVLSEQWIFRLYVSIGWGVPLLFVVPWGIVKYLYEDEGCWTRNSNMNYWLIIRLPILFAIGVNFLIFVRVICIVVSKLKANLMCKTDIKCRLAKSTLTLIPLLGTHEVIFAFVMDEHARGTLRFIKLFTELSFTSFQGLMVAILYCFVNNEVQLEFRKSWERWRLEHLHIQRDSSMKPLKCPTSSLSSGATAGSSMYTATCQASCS
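Seeding at 200 cells/uL, 12 h culture, 24 hr compound treatment, then luciferase reagent and a luminescence read; cells are HEK293 stably expressing a constitutively active GLP-1R plus cAMP-responsive luciferase.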
MmCpn inh: Inhibitors of TCP-1 ring complex (TRiC) of Methanococcus maripaludis (MmCpn): qHTS | Chaperonin Mm-Cpn (Methanococcus maripaludis) | purified Mm-Cpn ATPase, ADP Transcreener TR-FRET | Potency, µM (titrated, usually from 76.9 µM), inactives show top-dose activity, negative = inhibition, actives largely listed as inhibitors | 330,000 tested, 0.031% active | AID 504842, 2011; further: potency means the concentration at half of the fitted maximal effect; on the % scale 0 is the no-effect control and ±100 the full control effect; nearly all actives have a fitted effect of over 80% in size
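ATPase read-out: TR-FRET ADP immunoassay (anti-ADP Eu cryptate vs ADP-d2), ex 320 nm, em 590/665 nm; signal drops as ADP forms. Enzyme 25 nM, ATP 10 uM, 30 min at 37°C after 10 min compound preincubation.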
Starred values were filed as active, the others as inactive; i = inactive; ? = inconclusive; nt = not tested or not shown; [ ] = dose if it differs, or a comment. Unless noted, the call rests on the fitted dose curve; in most records, active means well fitted curve in the direction sought with a large enough effect; inconclusive means small, poorly fitted or top-dose-only effect, or another doubt; inactive means no such curve, though single readings can be large; an effect the other way counts as inactive or inconclusive.

SMILES	HEK293 tox	FUS yeast rescue	pAkt inh	Abeta yeast res	PTHR1 agonist	aSyn yeast inh	TDP-43 yeast inh	GLP1R inv ag	MmCpn inh
COc1ccc(NC(=O)c2cc(C3CCCCN3C(=O)c3cccs3)on2)c(C)c1 (stereo not drawn)	7%	21%	i	-6%	-14%	0%	18%	-15%	nt
Cc1ccc(OCC(=O)N2CCN(S(=O)(=O)c3ccc4c(c3)OCCO4)CC2)c(C)c1	-11%	42%	i	-8%	-51%[inhibitor]	1%	12%	-3%	1%
CCCC(C)NC(=O)CSc1nc(-c2ccccc2)cn1N (stereo not drawn)	6%	8%	i	-12%	-6%	5%	15%	-9%	1%
CC[C@H](C)[C@H]1CNC(=O)C(=O)N1CC1CCN(CCCc2ccc(OC)c(OC)c2)CC1	-2%	-14%	i	-10%	i	-2%	4%	13%	nt
O=C(NC1(C(F)(F)F)N=C(c2ccccc2)N(C2CCCCC2)C1=O)c1ccc(F)cc1 (stereo not drawn)	1%	18%	nt	-8%	-1%	nt	-2%	-6%	nt
CCOc1ccc(/C=N/Nc2ccc(Cl)nn2)c(O)c1	-62%	-15%	i	3%	-3%	-3%	-7%	-86%	4%
CC1(C)C2CC[C@]3(C)C(CC=C4[C@@H]5C[C@@](C)(CO)[C@@H](O)C[C@]56C[C@@H](OC6=O)[C@]43C)[C@@]2(C)CC[C@@H]1O (stereo partly drawn)	-8%	-12%	i	-12%	-9%	4%	6%	58%[activator]	nt
Cc1ccc(S(=O)(=O)N2[C@@H](Cc3ccccc3)CO[C@H]2CC(=O)c2cccc3ccccc23)cc1	-10%	37%	i	0%	-23%	0%	5%	?	nt
COc1ccccc1P(=O)(Cc1ccccc1[N+](=O)[O-])c1ccccc1 (stereo not drawn)	-20%	9%	i	-14%	i	-1%	-12%	-5%	-26%
O=C(O)COc1ccc(/C=N/NC(=O)C2CCCN2S(=O)(=O)c2ccc(Cl)cc2)cc1 (stereo not drawn)	17%	-7%	i	6%	i	3%	13%	3%	0%
COC(=O)c1ccccc1N=Nc1c(C)n[nH]c1C	-20%	26%	i	2%	7%	6%	21%	16%	-3%
C=CCn1nc(-c2ccccc2)cc1C(=O)OCC	9%	-1%	i	1%	i	7%	8%	10%	nt
CCOc1ccccc1C(=O)Nc1cccc(-c2ccc(N3CCOCC3)nn2)c1	-13%	24%	i	?	i	7%	16µM*	-10%	-3%
CCC(C)C(NC(=O)c1ccccc1NC(=O)c1ccccc1)C(=O)N1CCOCC1 (stereo not drawn)	3%	15%	i	-9%	i	3%	5%	2%	0%
COCCOC(=O)c1cc(C(=O)c2cc(F)ccc2O)coc1=N	74%[activator]	12%	i	6%	i	4%	16%	-16%	-10%
COc1cccc(NC(=O)COC(=O)COc2cccc3c2OC(C)(C)C3)c1	-1%	nt	i	5%	-1%	9%	21%	21%	4%
COc1ccc(CNC(=O)C2CCN(S(=O)(=O)c3c(C)noc3/C=C/N(C)C)CC2)cc1	1%	?	i	-8%	17%	0%	-15%	-15%	-2%
CCN(CC)C(=O)c1c(-c2ccccc2)c(-c2ccccc2)nn(CC)c1=O	-21%	31%	nt	-5%	0%	nt	-12%	-6%	nt
CC1CN(C(=O)c2cc3cc(Cl)cc(Cl)c3oc2=O)CC(C)O1 (stereo not drawn)	192%[activator]	9%	i	-19%	i	-2%	-3%	1%	-1%
Cc1ccccc1N1CCN(C(=S)c2ccc(-c3cccc([N+](=O)[O-])c3)o2)CC1	1%	17%	i	-7%	i	1%	1%	-23%	-20%
CCOC(=O)C1=C(C)NC(=O)N(C(C)=O)C1c1ccc(Cl)cc1 (stereo not drawn)	8%	5%	i	18%	i	3%	-1%	0%	-1%
N#Cc1nc(-c2cccc3ccccc23)oc1N1CCCCC1	1%	nt	i	4%	-14%	11%	9%	9%	-2%
O=C(c1cc(-c2ccccc2)n[nH]1)N1CCN(S(=O)(=O)c2ccccc2)CC1	2%	-2%	i	4%	-28%	-2%	24%	-9%	0%
O=C(CSc1cccc2cccnc12)N/N=C/c1ccc(O)cc1	5%	14%	i	-5%	-17%	-9%	6%	4%	-4%
COc1cc(/C=C2/C(=N)N3C=CSC3=NC2=O)ccc1OCCCOc1c(C)cccc1C	2%	42%	i	-4%	-15%[57.5 µM]	-1%	?	-30%	-2%

Continuation:
SMILES	HEK293 tox	FUS yeast rescue	pAkt inh	Abeta yeast res	PTHR1 agonist	aSyn yeast inh	TDP-43 yeast inh	GLP1R inv ag	MmCpn inh
CCc1nnc(SC(C)C(=O)Nc2nccs2)n1C (stereo not drawn)	4%	16%	i	-15%	?	-8%	-7%	11%	1%
CC1CCCN(C(=O)CCNS(=O)(=O)c2ccc(Br)cc2)C1 (stereo not drawn)	5%	-7%	i	25%	-16%	-2%	2%	1%	1%
Cc1ccc(N(CC(=O)NCc2ccccn2)S(=O)(=O)c2ccccc2)cc1C	6%	6%	i	5%	i	-1%	-3%	5%	2%
COc1cc(/C=N/Nc2cccc3cccnc23)cc(OC)c1O	?	-10%	i	2%	-25%	-8%	11%	-13%	-6%
CC1=C(C(=O)N2CCc3ccccc32)C2(CCC(C)CC2)OC1=O (stereo not drawn)	3%	35%	nt	12%	-17%	nt	13µM*	4%	2%
Cc1nn(-c2ccccc2)c(C)c1/C=N/NC(=O)c1cc(C23CC4CC(CC(C4)C2)C3)[nH]n1	?	40%	i	6%	-2%	12%	29%	?	nt
COc1ccccc1C(=O)NCCSc1c(C)[nH]c2ccccc12	1%	-10%	nt	?	-95%[inhibitor]	nt	32µM*	?	nt
CN(C)Cc1c(C(=O)N/N=C/CCc2ccccc2)nnn1-c1nonc1N	-27%	-14%	i	6%	i	-4%	10%	-8%	0%
COc1cc(Cl)c(C)cc1NC(=O)CC(c1ccc(F)cc1)N1Cc2ccccc2C1=O (stereo not drawn)	7%	-2%	nt	-4%	-10%	nt	-8%	8%	nt
COc1ccc([C@H]2CC(=O)C=C(c3cccc(C(F)(F)F)c3)C2)cc1	-15%	28%	i	19%	-38%[inhibitor]	-5%	?	?	2%
CC(=O)NC(CC(=O)NCC(c1ccco1)N(C)C)c1ccccc1 (stereo not drawn)	-9%	17%	i	-1%	-1%	-2%	-26%	-8%	2%
CS(=O)(=O)N1CCCC(C(=O)NCCCN2CCN(Cc3ccccc3)CC2)C1 (stereo not drawn)	-6%	16%	nt	4%	-6%[57.5 µM]	-8%	-18%	7%	1%
CCN(CC)c1ccc(NS(=O)(=O)c2ccc(-c3cnc(C4CC4)o3)cc2)c(C)c1	-20%	24%	nt	-4%	-12%	nt	7%	?	nt
CCOC(=O)c1[nH]c2c(c1-c1ccc(OC)cc1)C(=O)CC(c1ccc(OC)c(OC)c1)C2 (stereo not drawn)	-14%	14%	i	-17%	-80%[inhibitor]	-1%	-22%	6%	0%
COC(=O)CSc1nsc(SCC(=O)OC)c1C#N	-11%	?	i	-9%	20%[57.5 µM]	-2%	-24%	5%	2%
Cc1cccc2c(=O)cc(C)n(CC(=O)N3CCCCC3)c12	-16%	5%	i	1%	i	-17%	13%	-21%	-3%
CC1CCc2c(sc3ncnc(SCC(=O)Nc4ccc(C(=O)O)cc4)c23)C1 (stereo not drawn)	-4%	-5%	i	1%	-9%	6%	?	12%	-1%
CN(C)c1ccc(NC(=O)/C=C/c2ccccc2Cl)cc1	-5%[1.53 µM]	-3%	i	-6%	-4%	-7%	-10%	?	-6%
CC1CCN(Cc2nnnn2CCCC(=O)NCC(C)(C)N2CCOCC2)CC1	-10%	11%	i	1%	i	-3%	13%	-20%	-1%
CC(C)=CCC[C@H](C)C[C@@H]1Cc2[nH][nH]c(=O)c2[C@H](c2ccc(F)cc2)O1	-2%	?	i	-13%	-5%	0%	?	-63%	nt
O=c1[nH]c(SCCN2CCOCC2)nc(O)c1-c1ccccc1	3%	-1%	i	-5%	-7%	4%	2%	27%	1%
N#Cc1c(NC(=O)CSc2ncccn2)oc(-c2ccccc2)c1-c1ccccc1	6%	15%	i	14%	-13%[57.5 µM]	13%	15%	?	nt
O=C(COC(=O)Cc1cccs1)Nc1ccccc1F	-13%	11%	i	6%	-7%[57.5 µM]	2%	?	0%	-1%
COc1ccc(N2C(=O)CCC(C(=O)Nc3ccccn3)C2c2ccc(OC)c(OC)c2)cc1 (stereo not drawn)	-15%	22%	i	19%	i	1%	0%	2%	1%
Nc1cccc2c1C(=O)N(C(=O)c1cccc(S(=O)(=O)N3CCCCCC3)c1)C2=O	nt	21%	i	-6%	-8%	3%	-4%	-17%	-4%
c1ccc(Sc2cccc3ccccc23)c(CNC2=NCCN2)c1	-26%	13%	i	-52%[inhibitor]	-16%	-41%[inhibitor]	-8%	?	-2%
CC1CCCC(C)N1C(=O)CSc1nnc(COc2ccccc2)n1-c1ccccc1 (stereo not drawn)	-10%	13%	i	0%	-5%[57.5 µM]	1%	-10%	?	0%

The list is partial; rates above refer to the full screens.
